Screens as filed in PubChem BioAssay.
procasp3 activ: activators of human procaspase-3; activation, % at 8.5 µM; hit rate 0.11% among 330,000; recombinant procaspase-3 D3A, Ac-DEVD-pNA absorbance 405 nm; P42574;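 active = activation above the mean of all tested compounds plus 3 SD, cut at about 21% in these data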;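 note: 0% = DMSO alone and 100% = DMSO wells spiked with extra 5 µM PC-3 D3A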
Target sequence (P42574 whole entry D9A/D28A/D175A): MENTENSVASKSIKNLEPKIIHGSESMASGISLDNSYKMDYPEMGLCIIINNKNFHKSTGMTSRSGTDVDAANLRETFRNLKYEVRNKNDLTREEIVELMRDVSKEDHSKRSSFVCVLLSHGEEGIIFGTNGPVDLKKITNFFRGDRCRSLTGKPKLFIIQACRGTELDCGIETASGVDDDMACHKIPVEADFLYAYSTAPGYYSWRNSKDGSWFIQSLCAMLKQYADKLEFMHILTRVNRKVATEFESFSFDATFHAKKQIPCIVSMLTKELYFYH
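assay system = Procaspase-3 D3A mutant | signal = absorbance at 405 nm, 0 and 120 min | times = 1 h preincubation plus 2 h reaction at 25 °C | repeats = single replicate | read-out = % activation between DMSO and enzyme-spiked controls | medium = Zinc-free HEPES saline buffer with Triton X-100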
AHR act: human AHR activation | P35869 | AHR-responsive luciferase reporter cells, luminescence | activation, % at 5 µM | hit rate 2.5% among 320,000 | AID 2796; in the data active = activation above about 47%;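 note: 0% = vehicle wells and 100% = reference agonist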
procasp7 counter: counter-screen: procaspase-7 (human) activation; recombinant procaspase-7, Ac-DEVD-pNA absorbance 405 nm; D23A/D198A/D206A triple mutant, cannot self-cleave; scale: DMSO 0, 5 µM enzyme 100; activation, % at 8.5 µM; hit rate 0.093% among 330,000;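 active = percent activation above the screen-wide mean plus 3 SD, cut at about 25% in these data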
Target sequence (P55210 whole entry D23A/D198A/D206A): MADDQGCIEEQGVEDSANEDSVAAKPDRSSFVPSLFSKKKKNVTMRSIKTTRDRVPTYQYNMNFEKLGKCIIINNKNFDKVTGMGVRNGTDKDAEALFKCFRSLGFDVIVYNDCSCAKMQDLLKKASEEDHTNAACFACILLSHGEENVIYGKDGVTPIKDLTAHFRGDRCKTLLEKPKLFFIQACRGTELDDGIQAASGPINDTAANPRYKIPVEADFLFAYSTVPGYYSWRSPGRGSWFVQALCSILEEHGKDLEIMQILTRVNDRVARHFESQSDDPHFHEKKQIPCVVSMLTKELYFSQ
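buffer or medium = Zinc-free HEPES/NaCl buffer, pH 7.4 | material = Procaspase-7 triple mutant (PC-7 D3A) | input = 2 µM procaspase-7 mutant as dispensed | signal = Epi-absorbance of released pNA at 405 nm, two timepoints | timing = 1 h preincubation, 2 h reaction | replicates = singlicate compound testing | evaluation = % activation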
Fh CTSL1 inh: cathepsin L1 inhibition, PFM18AAP counter-screen | recombinant F. hepatica cathepsin L1, Z-Leu-Arg-MCA fluorescence | inhibition, % at 5.96 µM | hit rate 0.49% among 300,000 | AID 1906;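 active = inhibition above the mean of all tested compounds plus 3 SD, set per screening campaign, cut at about 17% in these data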;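 note: 0% = plate median of test compound wells and 100% = 1 µM Z-Phe-Ala-diazomethylketone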
PP5 inh: blocks human protein phosphatase 5 activity; inhibition, % at 6.7 µM; P53041; purified PP5c, OMFP substrate fluorescence; hit rate 0.18% among 320,000; AID 1987;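 active = inhibition above the campaign's mean inhibition across all tested compounds plus 3 SD, cut at about 9.5% in these data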;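 note: 0% = DMSO only and 100% = 100 µM cantharidin control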
Target sequence (P53041 whole entry, looked up): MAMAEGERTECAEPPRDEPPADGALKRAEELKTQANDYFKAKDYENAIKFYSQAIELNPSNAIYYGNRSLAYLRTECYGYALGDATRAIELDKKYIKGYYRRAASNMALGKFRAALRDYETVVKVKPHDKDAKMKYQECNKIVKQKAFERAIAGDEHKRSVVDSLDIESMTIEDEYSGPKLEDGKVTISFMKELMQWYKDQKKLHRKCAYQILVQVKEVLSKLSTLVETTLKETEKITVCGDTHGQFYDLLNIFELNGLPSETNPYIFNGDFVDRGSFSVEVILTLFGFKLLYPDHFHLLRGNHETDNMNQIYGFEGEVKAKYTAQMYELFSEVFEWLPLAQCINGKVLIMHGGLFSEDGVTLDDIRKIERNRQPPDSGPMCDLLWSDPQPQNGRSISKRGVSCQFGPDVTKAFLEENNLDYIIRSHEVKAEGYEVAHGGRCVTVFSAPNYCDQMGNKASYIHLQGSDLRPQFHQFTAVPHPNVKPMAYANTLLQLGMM
PAFAH2 inh: PAFAH2 (human) inhibition | recombinant PAFAH2, FP-rhodamine activity probe, fluorescence polarization | inhibition, % at 3.39 µM | hit rate 0.99% among 340,000 | AID 492956;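 active = inhibition above the mean over all tested compounds plus 3 SD, cut at about 30% in these data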;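 note: inhibitors block probe labeling of enzyme so polarization drops; 0% = enzyme with DMSO and 100% = wells lacking PAFAH2 protein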
HCV core dimer: HCV core protein dimerization inhibition. TR-FRET GST/Flag-core106 dimerization, 1536-well. inhibition, % at 5 µM. hit rate 0.33% among 300,000;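 active = inhibition above the mean of all tested compounds plus 3 SD, set per screening campaign, cut at about 45% in these data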
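Material: Tagged HCV core106 pair (GST and Flag) | Amount: GST-core106 13.5 nM, Flag-core106 17 nM | Medium: KF-containing HEPES buffer, pH 7.45, DTT, CHAPS, BSA | Reagent: Eu donor and XL665 acceptor anti-tag antibodies | Schedule: 4 h at 22.5 °C | Technique: Time-resolved FRET, ex 340 nm, em 617 and 671 nm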
TPT1 inh: blocks Candida albicans tRNA 2'-phosphotransferase | recombinant caTPT1, FP RNA substrate dephosphorylation | inhibition, % at 5 µM | hit rate 0.81% among 300,000 | AID 1962;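 active = inhibition above the mean of all tested compounds plus 3 SD, set per screening campaign, cut at about 24% in these data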;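 note: plate controls were DMSO alone for no effect and ferristatin control at 100 nM for full effect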
PP1 inh: counter-screen for PP5 inhibitors: inhibitors of human PP1-alpha; P62136; purified PP1alpha, OMFP fluorescence; inhibition, % at 6.7 µM; hit rate 0.9% among 320,000; AID 2235;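 active = inhibition above the mean inhibition of all tested compounds plus 3 SD, computed separately for each screening campaign, cut at about 15% in these data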
An asterisk follows results filed as active; nt = not tested or not shown.

Sequence of screens – PP5 inh | PP1 inh | procasp3 activ | AHR act | Fh CTSL1 inh | PAFAH2 inh | procasp7 counter | HCV core dimer | TPT1 inh
> Cc1cccc(CCNC(=O)CCS(=O)(=O)c2cc3c(cc2C)NC(=O)CO3)c1
    0.2 | 4 | 7 | 4 | -3 | -11 | -8 | -16 | -4
> OC[C@H]1OC(O)[C@H](O)[C@@H](O)[C@H]1O (some centres not stated)
    -2.2 | -3 | 1 | 1 | -3 | 2 | -1 | 5 | -1
> Cc1ccc([N+](=O)[O-])cc1S(=O)(=O)NCCc1cn2ccccc2n1
    -0.3 | 6 | -1 | -1 | -2 | -1 | 14 | -6 | 0
> CCCCn1c(SCC(=O)OCC)nc2c1c(=O)[nH]c(=O)n2C
    1.9 | 2 | 9 | 1 | -2 | -1 | -11 | -70 | 3
> CCOc1ccc(N2C(=O)CN=C2Nc2ccccc2F)cc1
    0.0 | 0 | -12 | 4 | -7 | 0 | 9 | -6 | 1
> COc1cc(/C=C(\C#N)C(=O)NCC2CCCO2)ccc1OC(C)C (configuration not stated)
    1.0 | -1 | 6 | -1 | 2 | 5 | 5 | -3 | -1
> O=C(CCCN1C(=O)c2ccccc2C1=O)Nc1cccc(S(=O)(=O)NC2=NCCC2)c1
    -0.5 | -1 | -1 | 1 | -30 | 6 | 8 | 1 | 1
> CCOC(=O)COc1ccc(S(=O)(=O)NCC2CCCO2)cc1 (configuration not stated)
    1.5 | -1 | 9 | 1 | -1 | -10 | 5 | 0 | 1
> OC1CCN(c2c3c(nc4cc(-c5ccc(Cl)cc5)nn24)CCC3)CC1
    3.8 | 1 | -2 | 25 | 0 | -3 | -5 | -1 | 3
> CCN1CCN(CCCNC(=O)c2ccccc2NC(=O)C2=C(C)OCCS2)CC1
    -0.8 | -4 | 6 | -1 | 1 | -3 | -1 | 11 | -2
> CCn1c(-c2cc(Br)cc(OC)c2O)nc2cc(S(=O)(=O)N(C)C)ccc21
    4.2 | 3 | -7 | 5 | -1 | 15 | -4 | -3 | -1
> C/C(=N\NC(=O)c1cccc(F)c1)c1cccc(NC(=O)c2ccc(F)cc2)c1
    1.9 | 1 | -2 | 4 | 3 | -4 | -7 | -12 | -4
> Cc1nc(CC(=O)O)c(-c2ccccc2)s1
    2.4 | 5 | -1 | 3 | -1 | 9 | -1 | -2 | 3
> O=C1C2C3C=CC(CC3)C2C(=O)N1c1ccccc1[N+](=O)[O-] (configuration not stated)
    2.0 | -5 | -1 | -1 | 19* | -3 | 6 | 2 | 5
> CCc1ccc(NC(=O)c2noc3c2CCCCC3)cc1
    2.7 | -5 | -2 | -5 | -1 | -3 | -5 | -8 | 2
> Cn1c(=O)c([N+](=O)[O-])c(NCCc2ccccc2)c2ccccc21
    1.4 | -1 | -4 | 81* | 1 | 6 | -1 | 12 | 2
> Cc1c(NC(=O)COC(=O)CSc2ccc(C(N)=O)cc2[N+](=O)[O-])c(=O)n(-c2ccccc2)n1C
    5.5 | -3 | -27 | 6 | -9 | -7 | -31 | 5 | -2
> CCCn1c(=O)c2[nH]c(-c3ccc(S(=O)(=O)O)cc3)nc2n(CCC)c1=O
    -0.4 | -2 | 4 | -1 | 8 | 5 | -7 | -1 | 0
> CCC1(C(=O)O)NC(c2cc(OC)ccc2O)C2C(=O)N(Cc3ccccc3)C(=O)C21 (configuration not stated)
    0.5 | -2 | 2 | 0 | -1 | 0 | -1 | 0 | 3
> COc1ccc(N(C)S(=O)(=O)c2ccc3c(c2)CCN3C(=O)C2CC2)c(OC)c1
    2.0 | -2 | -1 | 1 | -7 | -4 | -1 | -4 | 3
> CC(C)CN(C(=O)CSc1nncs1)c1c(N)n(CC(C)C)c(=O)[nH]c1=O
    -0.8 | -1 | 6 | 0 | 1 | 3 | 7 | -5 | -1
> Cc1cc(=O)[nH]c(SCC(=O)NC2CCCCCCC2)n1
    nt | nt | -1 | -2 | nt | 1 | 9 | nt | nt
> COc1ccc(C)cc1NCc1ccc(OC)c(C)c1OC
    1.5 | 6 | 0 | 8 | -2 | 7 | 12 | -5 | -1
> Cc1ccccc1C(=O)OCC(=O)N(C)c1c(N)n(Cc2ccccc2)c(=O)[nH]c1=O
    0.0 | -7 | 10 | 1 | 0 | 1 | 7 | 0 | 1
> CC(C)CCN1C(=O)c2ccc(C(=O)N3CCCCC3)cc2C1=O
    -0.1 | -5 | 2 | -1 | 11 | 8 | -2 | 4 | -2
> CC1CCCN(C(=O)CSc2n[nH]c(-c3cccs3)n2)C1 (configuration not stated)
    -0.5 | -1 | 0 | 38 | -3 | 0 | 6 | -2 | 2
> COC(=O)NC1CCC(NC(=O)OC)CC1 (configuration not stated)
    1.2 | 1 | 5 | 0 | -4 | 9 | -2 | -5 | -3
> Cn1cccc1Cc1nnc(SCC(=O)Nc2ccc(F)cc2)n1CCc1ccccc1
    0.5 | 7 | -6 | 1 | 3 | -5 | -10 | -4 | -5
> CCOc1cc(C(=O)NC)cc(Br)c1OCc1ccccc1
    1.6 | 0 | 5 | 30 | 6 | -7 | 8 | 0 | -5
> Cc1cc(N/N=C/c2ccc(O)cc2O)nc(-n2nc(C)cc2C)n1
    6.0 | 16* | -3 | 0 | 10 | 7 | 4 | -1 | 7
> O=C(CN1C(=O)NC(Cc2c[nH]c3ccccc23)C1=O)NCC(F)(F)F (configuration not stated)
    -0.1 | -4 | 1 | 27 | 0 | -5 | 1 | 3 | -1
> CCCCCC(=O)Nc1cccc(S(=O)(=O)NC2=NCCC2)c1
    0.2 | -3 | 3 | 0 | nt | 3 | -1 | nt | nt
> CC(C(=O)N1CCc2ccccc21)n1cnc2c1c(=O)n(C)c(=O)n2C (configuration not stated)
    0.5 | -3 | -5 | 1 | nt | 1 | -2 | nt | nt
> O=C(NNc1nc(-c2ccc(F)cc2)cs1)c1ccccc1
    1.3 | 5 | -17 | 36 | -1 | -3 | -16 | 7 | 0
> CN(CC#CC1(O)c2ccccc2-c2ccccc21)Cc1ccccc1
    3.3 | 0 | 1 | 5 | -5 | -6 | -4 | -10 | -2
> Cc1ccc(-c2nn3c(=O)c(C)nnc3s2)cc1
    0.5 | -1 | 8 | -4 | 3 | -2 | 1 | 3 | 0
> COc1ccc(S(=O)(=O)NCc2ccccn2)cc1NC(=O)c1ccccc1C
    0.3 | -6 | 4 | 0 | 0 | 3 | 7 | 1 | -1
> COc1ccc(OC)c(NC(=O)CCN2CC(C)CC(C)C2)c1 (configuration not stated)
    2.1 | -2 | 0 | 4 | 0 | -4 | 6 | -5 | 3
> CSc1cccc(NS(=O)(=O)c2ccc3c(c2)CCN3C(C)=O)c1
    -6.1 | 0 | 1 | 0 | 12 | -2 | 8 | 5 | -3
> CCCCNC(=O)CCC(=O)Nc1ccc2nc(N3CCOCC3)cc(C)c2c1
    -2.2 | -4 | 3 | 13 | 2 | 0 | 9 | 0 | 0

Ordered by molar mass (lowest first): part of the list above.
Sequence of screens – PP5 inh | PP1 inh | procasp3 activ | AHR act | Fh CTSL1 inh | PAFAH2 inh | procasp7 counter | HCV core dimer | TPT1 inh
> CCCCn1c(SCC(=O)OCC)nc2c1c(=O)[nH]c(=O)n2C
    1.9 | 2 | 9 | 1 | -2 | -1 | -11 | -70 | 3
> OC1CCN(c2c3c(nc4cc(-c5ccc(Cl)cc5)nn24)CCC3)CC1
    3.8 | 1 | -2 | 25 | 0 | -3 | -5 | -1 | 3
> CC(C)CN(C(=O)CSc1nncs1)c1c(N)n(CC(C)C)c(=O)[nH]c1=O
    -0.8 | -1 | 6 | 0 | 1 | 3 | 7 | -5 | -1

The results go on.
Sequence of screens – PP5 inh | PP1 inh | procasp3 activ | AHR act | Fh CTSL1 inh | PAFAH2 inh | procasp7 counter | HCV core dimer | TPT1 inh
> COc1ccc(Cn2nnnc2CN2CCc3ccccc3C2)cc1
    -4.6 | -2 | 3 | 16 | -1 | -1 | -4 | 3 | -2
> COc1ccc2c(c1)c1ncn(CCN3CCNCC3)c(=O)c1n2C
    3.0 | 2 | -3 | 7 | -1 | 5 | -3 | 0 | -4
> Cc1noc(NS(=O)(=O)c2ccc(N/C=C\C(=O)c3ccncc3)cc2)c1C
    -0.6 | 2 | -6 | 0 | 1 | 5 | -8 | -4 | -5
> O=C1c2cccc3cccc(c23)N1Cc1ccc(F)cc1
    -0.1 | 5 | 3 | 2 | 4 | 13 | -6 | 9 | -3
> Cc1cc(C(=O)OCC(=O)N2C(C)CCCC2C)c2ccccc2n1 (configuration not stated)
    nt | nt | 2 | 1 | nt | 1 | 1 | nt | nt
> CCc1nnc(NS(=O)(=O)c2ccc(N=CC3=C(O)CC(C)(C)CC3=O)cc2)s1
    4.8 | -1 | -7 | 0 | -1 | -6 | -6 | -3 | -1
> Clc1cccc(-c2ccnc3nc(-n4cccc4)nn23)c1
    2.6 | 9 | 2 | 20 | 0 | 3 | 2 | 6 | -1
> COc1ccc(/C=C/C(=O)OCCNC(=O)c2ccncc2)cc1OC
    1.3 | 3 | 5 | 9 | 4 | 2 | 2 | -5 | 1
> CCOC(=O)C1CCN(CC(=O)N2C(C)CCCC2C)CC1 (configuration not stated)
    0.4 | 4 | 1 | 1 | -1 | -4 | 8 | -3 | 4
> COc1ccc(C)cc1NC(=O)c1ccc(NS(=O)(=O)c2c(C)noc2C)cc1
    2.1 | -4 | 2 | 13 | 2 | -5 | -2 | 3 | -1
> C=CCNC(=O)COc1c(C)ccc(C)c1C
    1.8 | -2 | 7 | 2 | -3 | -3 | 0 | -1 | -1
> CC(C)NC(=O)Cn1c(=O)cnc2ccccc21
    1.9 | -6 | 6 | 4 | -1 | -6 | 13 | -2 | 3
> COc1cccc(C(=O)Nc2ccc(N3CCN(C(=O)c4ccco4)CC3)cc2)c1
    1.1 | 4 | -3 | 0 | -1 | 1 | -7 | -12 | 1
> CCOc1ccccc1N(C(=O)CNC(=O)c1ccco1)C(C(=O)NC(C)(C)C)c1ccncc1 (configuration not stated)
    1.8 | 0 | 1 | 2 | -1 | 9 | 3 | 6 | -4

Compound profiles, as listed above.
COc1ccc(/C=C/C(=O)OCCNC(=O)c2ccncc2)cc1OC as listed: PP5 inh = 1.3; PP1 inh = 3; procasp3 activ = 5; AHR act = 9; Fh CTSL1 inh = 4; PAFAH2 inh = 2; procasp7 counter = 2; HCV core dimer = -5; TPT1 inh = 1
C=CCNC(=O)COc1c(C)ccc(C)c1C as listed: PP5 inh = 1.8; PP1 inh = -2; procasp3 activ = 7; AHR act = 2; Fh CTSL1 inh = -3; PAFAH2 inh = -3; procasp7 counter = 0; HCV core dimer = -1; TPT1 inh = -1
CCOC(=O)C1CCN(CC(=O)N2C(C)CCCC2C)CC1 (configuration not stated) as listed: PP5 inh = 0.4; PP1 inh = 4; procasp3 activ = 1; AHR act = 1; Fh CTSL1 inh = -1; PAFAH2 inh = -4; procasp7 counter = 8; HCV core dimer = -3; TPT1 inh = 4
